KCNH2 3.1 inh = KCNH2 3.1 (human) potassium channel inhibition; U2OS KCNH2 3.1, thallium flux FluxOr; hits give low values; activity change, % (tested at about 1.8 µM); 340,000 compounds, 0.95% hits; AID 720553;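 active = maximum activity change below -70%; inconclusive = maximum activity change from -70% to -50%; inactive = maximum activity change above -50%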;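 also: thallium influx rate constant from kinetic fluorescence after stimulation buffer; % is scaled to controls: 0 for no effect and ±100 for the full control effect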
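Normalized rate constant (relative to positive and negative DMSO controls) derived from a 2 min kinetic fluorescence read after stimulation; U2OS cells expressing the 3.1 isoform via virus at 1.77 x 10^8 /mL.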
CXXC DNA block = MLL CXXC-DNA interaction inhibition; MLL-CXXC / FITC-HOXA9 DNA fluorescence polarization; Potency, µM (titrated, usually from 115 µM), inactives show at the top dose activity change, negative = inhibition, actives largely listed as inhibitors; 290,000 compounds, 0.037% hits; AID 2662; active = well fitted inhibition curve with a large enough effect in the polarisation, with a control signal flat, not every such curve was filed as active; inconclusive = small, poorly fitted or top-dose-only effect, or effect the other way, or a change in a side signal; inactive = no such curve, though single readings can be large or run the other way; the % refers to the polarisation; also: potency is read from the fitted curve at half-maximal effect
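Purified MLL-CXXC (added from a 7 uM solution) was preincubated 5 min at ambient with pinned compounds in 50 mM Tris-HCl pH 7.5, 50 mM NaCl, 1 mM DTT, 0.05% BSA. Fluorescein-labeled HOX-A9 DNA (50 nM solution) followed, 30 min, then polarization read.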
MBNL1 CUG block = MBNL1-poly(CUG) RNA binding inhibition | Potency, µM (series often up to 57.5 µM), for the others: at the highest dose activity change, negative = inhibition, usual class: inhibitors | AID 2675 | TR-FRET MBNL1-His/biotin-(CUG)12 binding, 665/545 ratio | Q9NR56 | 280,000 compounds, 0.036% hits; active = well fitted inhibition curve with a large enough effect in the signal ratio, with a control signal flat, not every such curve was filed as active; inconclusive = small, poorly fitted or top-dose-only effect, or effect the other way, or a change in a side signal; inactive = no such curve, though single readings can be large or run the other way; the % refers to the signal ratio; also: potency is read from the fitted curve at half-maximal effect; % is scaled to controls: 0 for no effect and ±100 for the full control effect
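Compound titration spanned 92 nM–58 uM against the MBNL1-His/biotin-(CUG)12 complex. After 60 min at room temperature with 5 nM streptavidin-XL665 and 0.055 ng/ul terbium anti-His, ratiometric 665/545 nm emission (Ex 340 nm) normalized to controls.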
Coupling enz = inhibits coupling enzyme system, counter-screen for aldolase hits; coupling enzyme system counterscreen, AmpLite Red fluorescence; AID 2472; 290,000 compounds, 0.67% hits; activity change, negative = inhibition, % at 58.2 µM, hits read low; in the data active = activity change below about -30%; also: % is scaled to controls: 0 for no effect and ±100 for the full control effect
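Final compound at 57.5 uM, incubated 10 min at RT with coupling enzyme reagent (glyceraldehyde-3-phosphate), then 20 min with substrate and AmpLite Red detection. Fluorescence read at 525/598 nm; tests interference with the coupling assay, not aldolase inhibition.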
AT treatment = potential ataxia-telangiectasia treatment; […] A-T fibroblasts, KAP-1 phosphorylation AlphaLISA; neocarzinostatin DNA damage 30 min before lysis; Potency, µM (titrated, usually from 57.5 µM), without a hit: at the top dose activation, most hits filed as activators; 320,000 compounds, 0.19% hits; AID 485349; also: potency is read from the fitted curve at half-maximal effect; % of control where 0% means no effect; nearly all actives have a fitted effect of over 45% in size
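hTERT-immortalized A-T patient fibroblasts ([…]), 500 cells/well in OPTI-MEM, 1% FBS, got compounds for 60 min, then NCS for 30 min at 37C. Lysates were then assayed for phospho-KAP-1 by AlphaLISA (anti-pKAP1 donor, anti-KAP1 acceptor beads), 6 hr at 25C.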
KCNH2 WT inh = blocks the wildtype human KCNH2 potassium channel. Q12809. U2OS, BacMam KCNH2, thallium flux FluxOr; hits give low values. activity change, % at 1.84 µM. 340,000 compounds, 0.37% hits. AID 720551;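 active = maximum activity change below -70%; inconclusive = maximum activity change between -70% and -50%; inactive = maximum activity change above -50%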; also: % is scaled to controls: 0 for no effect and ±100 for the full control effect
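U2OS cells were transduced with wild-type KCNH2 virus (2.03 x 10^8 / mL) for 4 h at room temperature, then cultured overnight at 37 C. Thallium flux was read with FluxOr dye. Rate constants were normalized to DMSO controls.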
GALK inhibitor = galactokinase (human) inhibition | Purified GALK, Kinase-Glo residual ATP luminescence | 270,000 compounds, 0.007% hits | P51570 | Potency, µM (titrated, usually from 57.5 µM), for the others: at the top dose activity change, negative = inhibition, usual class: inhibitors; also: potency is read from the fitted curve at half-maximal effect; % is scaled to controls: 0 for no effect and ±100 for the full control effect
Target sequence (P51570 whole entry, looked up): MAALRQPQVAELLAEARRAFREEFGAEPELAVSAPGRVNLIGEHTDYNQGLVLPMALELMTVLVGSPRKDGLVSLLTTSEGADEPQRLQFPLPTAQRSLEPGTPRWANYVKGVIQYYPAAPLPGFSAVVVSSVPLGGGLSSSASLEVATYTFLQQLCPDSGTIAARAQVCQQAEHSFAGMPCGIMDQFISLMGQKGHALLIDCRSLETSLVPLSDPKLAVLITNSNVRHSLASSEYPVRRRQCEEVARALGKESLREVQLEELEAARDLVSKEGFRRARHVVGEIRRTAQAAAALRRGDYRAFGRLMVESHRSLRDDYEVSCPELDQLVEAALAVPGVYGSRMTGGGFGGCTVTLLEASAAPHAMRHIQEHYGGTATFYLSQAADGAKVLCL
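Compounds were pin-transferred into ATP buffer (35 uM final), then GALK plus galactose (5 nM, 100 uM final) was added. After 1 h at room temperature, Kinase-Glo Plus was added and luminescence read after 10 min.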
TRPV1 ag = human TRPV1 agonism; activation, % at 8.33 µM; 320,000 compounds, 0.19% hits; TRPV1-expressing cells, Fluo-8 calcium influx, agonist mode; in the data active = activation above about 80%; inconclusive = between about 30% and that limit; also: 0% is about no effect
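Cells expressing TRPV1 were dye-loaded with Fluo-8 and read kinetically: 10 s baseline, 3 min after compound (agonist portion), then 2 min after EC20 capsaicin (allosteric enhancer portion). Calcium-bound dye fluorescence at 480/520 nm.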
a7 integrin act = activates integrin-mediated alleviation for muscular dystrophy; alpha7betagal myoblasts, beta-gal FDG fluorescence, 48 h; Potency, µM (series often up to 38.3 µM), for inactives: at the highest dose activation, usual class: activators; 350,000 compounds, 0.064% hits;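 also: potency is read from the fitted curve at half-maximal effect; 100% = response of the positive control SU9516; nearly all actives have a fitted effect of over 60% in size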
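alpha7betagal+/- myoblasts (passage 13, 250/well) treated 48 h at 37C with compounds at 1:260 dilution of DMSO stock. Lysed, then beta-galactosidase activity read as FDG fluorescence (ex 480/em 540) after 30 min, with pre-read for autofluorescence.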
ASM inhibitor = human S-ASM enzyme inhibition | P17405 | AID 504937 | Potency, µM (highest dose often 57.5 µM), for the others: top-dose activity change, negative = inhibition, hits mostly inhibitors | placental ASM, HMU-PC fluorogenic substrate, 60 min | 340,000 compounds, 0.006% hits; also: potency is read from the fitted curve at half-maximal effect
Target sequence (P17405 47-631 limits assumed): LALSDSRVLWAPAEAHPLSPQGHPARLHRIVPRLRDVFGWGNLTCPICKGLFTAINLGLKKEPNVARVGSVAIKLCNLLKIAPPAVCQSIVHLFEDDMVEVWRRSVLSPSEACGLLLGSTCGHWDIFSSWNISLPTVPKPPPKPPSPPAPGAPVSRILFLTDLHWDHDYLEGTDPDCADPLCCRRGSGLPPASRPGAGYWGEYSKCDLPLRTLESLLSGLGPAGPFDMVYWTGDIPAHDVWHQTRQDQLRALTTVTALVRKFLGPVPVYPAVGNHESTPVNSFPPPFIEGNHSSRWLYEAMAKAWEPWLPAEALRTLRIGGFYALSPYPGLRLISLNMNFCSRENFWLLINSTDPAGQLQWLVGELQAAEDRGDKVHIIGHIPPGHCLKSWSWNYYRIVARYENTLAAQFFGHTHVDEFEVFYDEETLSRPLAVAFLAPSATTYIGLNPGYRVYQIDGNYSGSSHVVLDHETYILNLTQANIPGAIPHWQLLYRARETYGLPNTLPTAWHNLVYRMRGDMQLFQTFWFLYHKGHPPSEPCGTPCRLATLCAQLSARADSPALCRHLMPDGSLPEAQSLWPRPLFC
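Human placenta-derived ASM preincubated with compound 10 min at room temperature, then reacted with 9 uM (final) fluorogenic HMU-PC substrate for 60 min at 37 C. Stop solution raises pH to 10; fluorescence read at Ex 386/Em 447 nm.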
Numbers without * were called inactive; i = inactive; ? = inconclusive; nt = no result given; [ ] = remark or other dose. Unless noted, calls follow the shape of the dose curve; as a rule, active = well fitted curve in the direction sought with a large enough effect; inconclusive = small, poorly fitted or top-dose-only effect, or another doubt; inactive = no such curve, though single readings can be large; an effect the other way counts as inactive or inconclusive.

SMILES | KCNH2 3.1 inh | CXXC DNA block | MBNL1 CUG block | Coupling enz | AT treatment | KCNH2 WT inh | GALK inhibitor | TRPV1 ag | a7 integrin act | ASM inhibitor
COc1ccc(-c2nn(C)c(=O)[nH]2)cc1 | -19.3 | -4.3% | -6.5% | 1.3 | ? | -0.8 | -1.4% | 0.9 | -17.4% | -1.7%
COc1cccc(C(=O)NC(C)C(c2cccs2)N2CCN(C)CC2)c1 (stereo not given) | -71.6* | 7.6% | -0.4% | -1.0 | -3.6% | -4.8 | -2.9% | 2.9 | -8.5% | 3.4%
FC(F)(F)Sc1ccc(NC(=S)NCc2ccccc2)cc1 | 4.6 | -8.6% | -2.9% | -6.1 | ? | -6.9 | 3.9% | ? | -64.7%[inhibitor] | 6.2%
O=C(CN(c1ccc(Cl)cc1)S(=O)(=O)c1ccc(Cl)c([N+](=O)[O-])c1)NCCc1ccccc1 | -18.9 | 7.4% | 1.1% | 1.7 | -7.4% | -6.6 | -6.9% | -4.0 | 3.8% | -1.8%
O=C(COC(=O)COc1ccccc1F)NCCc1ccc(F)cc1 | 1.5 | nt | nt | nt | 5.1% | -35.3 | nt | 5.7 | -8.5% | 1.6%
CCOC(=O)C(C(=O)N(C)C)c1ncc(C(F)(F)F)cc1Cl (stereo not given) | 23.3 | -3.2% | 2.4% | 3.1 | 0.0% | 3.5 | 2.1% | 1.7 | 6.0% | 5.3%
CCCCOc1nc(N)nc(-c2ccccc2)n1 | -7.5 | -2.6% | -0.8% | 5.6 | -7.0% | -4.1 | 1.9% | 12.7 | 17.7%[7.66 µM] | -2.9%
C=CCN(c1ccccc1)S(=O)(=O)c1cccc(C(=O)NCC(c2ccccc2OC)N2CCCC2)c1 (stereo not given) | -32.9 | nt | nt | nt | -1.2% | -2.5 | nt | -4.3 | -70.1%[inhibitor] | -0.1%
COCC(C)n1c(C)cc(C(=O)COC(=O)c2c(NC(C)=O)sc(C)c2C)c1C (stereo not given) | -0.3 | -6.1% | -5.6% | 0.1 | 0.4% | -0.4 | 5.5% | 1.9 | 4.4% | 1.9%
Cc1cccc(N2CCN(C(=O)c3ccc(CNc4c(N5CCC(C)CC5)c(=O)c4=O)cc3)CC2)c1C | -10.5 | -5.9% | -3.9% | 1.5 | 3.5% | 1.0 | -1.2% | 7.4 | 7.6% | -7.7%
C=CCOc1ccc(/C=C/C(=O)OCC(=O)N2CCN(S(=O)(=O)c3ccc(C)cc3C)CC2)cc1 | -12.1 | nt | nt | nt | nt | 12.5 | nt | nt | -28.1% | -2.4%
CCn1c(=O)cc(N2CCOCC2)[nH]c1=O | -2.5 | 5.5% | 2.7% | 1.3 | -1.1% | 5.8 | 0.0% | 5.7 | 8.5% | 0.6%
CC(C)CN1CCC(=O)N([C@H](CSc2ccc(Br)cc2)c2ccccc2)CC1 | nt | -0.7% | -1.2% | 6.8 | 22.6% | nt | 3.8% | 10.1 | 17.5% | -0.7%
O=C1/C(=C/c2ccccn2)COc2ccccc21 | -1.9 | -0.1% | -11.5% | -3.7 | ? | -5.0 | 0.1% | -6.9 | ? | 3.4%
Cn1nc(-c2ccc(Cl)cc2)cc1NC(=O)CSCC(=O)O | 5.1 | 0.2% | nt | 6.6 | -3.3% | -3.6 | -0.1% | -3.3 | ? | 4.1%
CC(C)Cc1oc(C(=O)O)cc1CN1CCOCC1 | 18.1 | -2.9% | -6.0% | 3.7 | 0.7% | 4.3 | 7.7% | -1.6 | 9.2% | -3.7%
Cc1ccc(S(=O)(=O)CCN2CCC(n3cccc3)CC2)cc1 | -0.6 | -16.7% | -13.8% | 0.5 | -5.0% | -0.7 | nt | 1.6 | -35.2% | -3.5%
CC(Oc1cccc(Br)c1)C(=O)Nc1cccc(S(=O)(=O)N2CCOCC2)c1 (stereo not given) | -6.5 | nt | nt | nt | 0.0% | 3.2 | nt | nt | ? | -3.8%
COc1ccc(-c2csc(NC(=O)CSCc3c(C)noc3C)n2)cc1OC | -2.5 | 9.4% | -0.8% | nt | 6.9% | -1.0 | 3.5% | 5.0 | -30.6% | 5.1%
Cn1nnnc1SCC(=O)Nc1nc(-c2ccc(F)c(F)c2)cs1 | -4.0 | -4.5% | -1.8% | nt | 1.7% | 8.8 | 4.0% | 0.6 | -8.5% | -0.7%
CCOc1ccc(S(=O)(=O)N2CCc3cc(OC)c(OC)cc3C2)cc1 | 8.9 | -4.7% | -4.2%[11.5 µM] | 0.5 | 2.2% | 3.4 | nt | 16.8 | -2.8% | -1.7%
COc1cc(OC)cc(C(=O)N2CC(=O)Nc3ccccc32)c1 | -1.9 | 0.8% | 0.6% | 1.1 | 1.6% | -14.1 | 0.5% | 3.2 | 13.5% | -0.4%
CCOc1cc(-c2c(C)c(C)nc(N)c2C#N)ccc1O | 15.6 | 4.6% | 1.2% | 5.1 | -4.2% | 0.7 | 0.5% | 0.0 | 13.3% | -1.9%
Nc1nc(NCc2ccccc2)n(-c2ccccc2)n1 | 1.7 | 3.3% | -4.2% | -1.4 | -20.0% | -10.2 | -2.3% | 0.6 | ? | 3.2%
c1ccc(Cn2c(NCc3ccncc3)nc3ccccc32)cc1 | -23.9 | -1.8% | -0.6% | -4.2 | -2.3% | nt | -0.1% | 15.8 | 0.0% | 5.4%
(cont.)
SMILES | KCNH2 3.1 inh | CXXC DNA block | MBNL1 CUG block | Coupling enz | AT treatment | KCNH2 WT inh | GALK inhibitor | TRPV1 ag | a7 integrin act | ASM inhibitor
N#Cc1c(F)cccc1NCCCn1ccnc1 | 24.4 | nt | nt | nt | nt | 7.2 | nt | nt | 15.2% | 5.2%
Cc1ccc(NC(=O)C[n+]2ccn(C3=C([O-])c4ccccc4C3=O)c2)cc1 | 9.3 | -0.4% | ? | 1.7 | -3.6% | 1.5 | 14.4% | -1.5 | 1.7% | -1.5%
CC(=O)N1CCC(C(=O)NCCOc2ccc(C)cc2)CC1 | -2.1 | 8.1% | -4.2% | 0.5 | 0.3% | -2.5 | 0.0% | 4.5 | -6.0% | -10.6%
CC(C)Oc1cccc(-c2cc(C(=O)N3CCN(S(C)(=O)=O)CC3)c3ccccc3n2)c1 | -6.1 | 1.2% | ? | 0.2 | 15.3% | -15.7 | 1.3% | -0.1 | 1.8% | -3.7%
COc1ccc(NC(=O)CN(C)C(=O)CCCNC(=O)c2ccc(Cl)cc2)cc1 | 8.6 | nt | nt | nt | 2.7% | -8.3 | nt | -3.4 | 9.0% | 1.9%
CCCCOC(=O)Oc1ccc2c(=O)c(Oc3cc(C)cc(C)c3)coc2c1 | -14.1 | ? | -5.7% | 1.6 | 1.1% | -6.7 | nt | ? | 21.9% | 11.4%
C=CCOc1c(CNc2cccc(C(=O)O)c2)cccc1OC | 16.2 | 1.9% | 2.3% | 14.7 | -5.0% | 7.9 | 0.2% | 0.1 | 3.6% | -0.7%
O=C(c1ccc(C(F)(F)F)cc1)C1CCCN(C(=O)CCc2cnccn2)C1 (stereo not given) | -5.7 | -0.7% | 1.4% | -1.3 | -4.0% | i | -1.6% | 4.1 | -22.9% | 1.9%
Cc1nc(CNC(=O)c2cc(COc3ccc(F)cc3Cl)on2)cs1 | -8.7 | 14.0% | 8.1% | 0.8 | -1.4% | 1.4 | -1.9% | ? | 21.0% | -2.4%
Cn1c(SC/C=C/c2ccccc2)nnc1-c1cnccn1 | 16.8 | 5.0% | 0.3% | -2.1 | -3.8% | 7.1 | 0.0% | -0.1 | -7.0% | -0.4%
CC(NC(=O)COC(=O)C1CSC2(C)CCC(=O)N12)C12CC3CC(CC(C3)C1)C2 (stereo not given) | -1.3 | 2.0% | 3.1% | 3.3 | 8.1% | -2.8 | -0.8% | 10.8 | 4.3% | 7.3%
Cc1c(NC(=O)c2ccc3c(c2)OCO3)cccc1-c1nc2ncccc2o1 | 19.8 | -2.9% | -1.2% | 2.1 | 11.9% | 2.9 | 1.1% | 8.9 | 24.5% | -3.8%
Cc1ncc(NS(=O)(=O)c2ccc(N)cc2)nc1C | -23.3 | nt | nt | nt | nt | -2.1 | nt | nt | -10.4% | 2.4%
COc1ccc(Cn2nnnc2C(c2cccs2)N2CCSCC2)cc1 (stereo not given) | 11.9 | -1.6% | 1.0% | -0.6 | 0.1% | -4.2 | -0.2% | 10.0 | -6.4% | -0.8%
COc1cc(C(=O)NCCC(C)C)ccc1OCc1ccc(Cl)cc1Cl | 16.6 | 4.8% | nt | -5.5 | 3.9% | -19.2 | -0.2% | 26.5 | -32.0% | -2.8%
COc1ccccc1/C=N/NC(=O)NC12CC3CC(CC(C3)C1)C2 | -4.9 | 3.6% | -4.1% | -1.3 | 0.0% | -15.9 | 4.9% | -5.3 | 1.5% | -3.7%
Cc1cccc(C)c1NC(=O)CN(C)C(=O)c1ccc(-c2cccc(C(F)(F)F)c2)o1 | -12.1 | nt | nt | nt | -5.3% | -4.3 | nt | 6.8 | 16.7% | -3.8%
Cc1nc2ncnn2c(C)c1CCC(=O)N1CCN(C(=O)c2ccco2)CC1 | 11.5 | -2.8% | -8.9% | 2.4 | -0.7% | 2.0 | -1.0% | -3.0 | -24.1% | -5.0%
